POLH inh – DNA polymerase eta (human) inhibition; Q9Y253; recombinant Pol eta, fluorescent DNA replication assay; Potency, µM (titrated, usually from 114 µM), for the others: at the highest dose activity change, negative = inhibition, hits mostly inhibitors; 1.2% of 390,000 active; AID 588591; note: potency is the fitted concentration of half-maximal effect; % is set by controls: 0 for no effect and ±100 for the full control effect
Target sequence (Q9Y253 whole entry, looked up): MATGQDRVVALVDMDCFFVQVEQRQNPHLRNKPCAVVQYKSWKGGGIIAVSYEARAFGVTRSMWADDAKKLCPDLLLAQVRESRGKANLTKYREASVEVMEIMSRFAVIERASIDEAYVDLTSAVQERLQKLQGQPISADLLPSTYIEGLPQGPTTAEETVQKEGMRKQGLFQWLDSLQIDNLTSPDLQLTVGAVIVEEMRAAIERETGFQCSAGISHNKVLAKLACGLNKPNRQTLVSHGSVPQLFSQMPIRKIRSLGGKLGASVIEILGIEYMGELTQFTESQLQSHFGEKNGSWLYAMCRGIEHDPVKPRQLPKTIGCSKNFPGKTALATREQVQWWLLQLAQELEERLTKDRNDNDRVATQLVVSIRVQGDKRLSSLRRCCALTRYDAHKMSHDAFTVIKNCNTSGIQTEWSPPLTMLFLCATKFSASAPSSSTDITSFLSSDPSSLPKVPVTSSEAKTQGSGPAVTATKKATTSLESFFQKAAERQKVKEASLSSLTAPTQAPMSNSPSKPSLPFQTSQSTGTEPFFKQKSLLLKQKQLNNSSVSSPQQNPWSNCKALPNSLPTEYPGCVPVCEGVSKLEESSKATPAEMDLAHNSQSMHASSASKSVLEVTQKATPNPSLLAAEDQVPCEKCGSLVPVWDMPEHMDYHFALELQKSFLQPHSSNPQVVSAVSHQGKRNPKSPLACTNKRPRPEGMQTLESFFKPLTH
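Pol eta at 10 nM preincubated with compounds 15 min at room temperature; reaction started with fluorescent substrate (50 nM final) and read kinetically at 0 and 10 min.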
BLM inh – inhibitors of human Bloom syndrome helicase BLM. recombinant BLM DNA unwinding, fluorescence dequenching. Potency, µM (doses to about 56.1 µM), without a hit: top-dose activity change, negative = inhibition, most hits filed as inhibitors. 0.2% of 350,000 active. AID 2528;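 note: potency is the fitted concentration of half-maximal effect; plate controls were vehicle for no effect and no enzyme for full effect; nearly all actives have a fitted effect of over 35% in size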
RXFP1 antagonist – blocks the human relaxin receptor RXFP1; 0.59% of 350,000 active; activity change, negative = inhibition, % at 57.5 µM; AID 1259400; Q9HBX9; HEK293-RXFP1, relaxin-stimulated cAMP HTRF, 30 min; stronger effect = lower value;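 active = activity change of -60% or lower, but not beyond a set lower limit; inconclusive = change between -60% and -40%, or beyond the set limit; inactive = change above -40%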; note: % is set by controls: 0 for no effect and ±100 for the full control effect
Pol beta inh – blocks human DNA polymerase beta activity; P06746; Pol beta primer extension/strand displacement, fluorescence kinetic; Potency, µM (titrated, usually from 114 µM), for inactives: at the top dose activity change, negative = inhibition, most hits filed as inhibitors; 1.3% of 340,000 active; AID 485314; note: potency is the fitted concentration of half-maximal effect; % is set by controls: 0 for no effect and ±100 for the full control effect
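Human Pol beta at 10 nM; strand-displacement substrate 50 nM final. Compound exposure 15 min at room temperature before start, reaction 10 min at room temperature.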
Tb PGK inh – blocks T. brucei phosphoglycerate kinase; Potency, µM (doses to about 57.5 µM), inactives show top-dose activity change, negative = inhibition, most hits filed as inhibitors; P07378; AID 602233; 0.043% of 380,000 active; PGK/GAPDH coupled, Kinase-Glo luminescence, 60 min; note: potency is the fitted concentration of half-maximal effect; % is set by controls: 0 for no effect and ±100 for the full control effect; nearly all actives have a fitted effect of over 60% in size
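Luminescent ATP detection (Kinase-Glo Plus) follows a 60-minute room-temperature incubation, with wells lacking PGK as controls. Buffer: 100 mM TEA (pH 7.6), 5 mM MgCl2, 0.01% Tween-20. Coupling enzyme GAPDH (100 nM final) supplies unstable 1,3-BPG in-well.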
APEX1 inh – blocks human APE1 abasic DNA cleavage | recombinant APE1, TAMRA/BHQ-2 abasic DNA cleavage fluorescence | Potency, µM (titrated, usually from 65.8 µM), inactives show at the highest dose activity change, negative = inhibition, usual class: inhibitors | 0.35% of 350,000 active | AID 2517;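 note: potency is the fitted concentration of half-maximal effect; plate controls were vehicle for no effect and reference inhibitor for full effect; nearly all actives have a fitted effect of over 55% in size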
Target sequence (P27695 whole entry, looked up): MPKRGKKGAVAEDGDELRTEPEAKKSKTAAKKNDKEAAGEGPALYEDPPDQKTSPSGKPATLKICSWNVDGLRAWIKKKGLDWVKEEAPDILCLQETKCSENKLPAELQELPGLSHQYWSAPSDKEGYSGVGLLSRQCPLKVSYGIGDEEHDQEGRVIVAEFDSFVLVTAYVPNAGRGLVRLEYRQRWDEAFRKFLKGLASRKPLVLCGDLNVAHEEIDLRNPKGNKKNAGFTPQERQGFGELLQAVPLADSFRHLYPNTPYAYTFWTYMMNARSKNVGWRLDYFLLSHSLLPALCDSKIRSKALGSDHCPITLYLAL
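Measures dequenching upon AP-site incision of a 5'-TAMRA/3'-BHQ-2 THF-containing duplex, 50 nM; human APE1 0.75 nM after 15 min room-temperature exposure to compound; kinetic three-point read at one-minute spacing.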
POLK inh – DNA polymerase kappa (human) inhibition; Q9UBT6; 0.53% of 400,000 active; Potency, µM (highest dose often 107 µM), without a hit: at the highest dose activity, negative = inhibition, usual class: inhibitors; purified Pol kappa, fluorescent DNA synthesis assay, 10 min; note: potency is the fitted concentration of half-maximal effect; % is set by controls: 0 for no effect and ±100 for the full control effect
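Kinetic fluorescence screen: compound preincubated 15 min RT with 10 nM enzyme; 50 nM substrate (final) initiates; reads at 0/10 min.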
Pol iota inh – blocks human DNA polymerase iota activity; 1% of 390,000 active; Potency, µM (highest dose often 115 µM), for inactives: at the top dose activity, negative = inhibition, most hits filed as inhibitors; Pol iota fluorescent replication assay, 10 min; Q9UNA4; note: potency is the fitted concentration of half-maximal effect
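Pol iota at 10 nM preincubated 15 min with compounds at room temperature; reaction started with fluorescent substrate, 50 nM final. Fluorescence read kinetically at 0 and 10 min; buffer-only wells as negative control.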
Apoferritin bind – candidate novel general anesthetic via apoferritin binding; apoferritin/1-aminoanthracene competitive binding, fluorescence; 0.074% of 350,000 active; Potency, µM (doses to about 77.5 µM), for the others: at the highest dose activity change, negative = displacement, usual class: inhibitors; note: potency is the fitted concentration of half-maximal effect; % is set by controls: 0 for no effect and ±100 for the full control effect; nearly all actives have a fitted effect of over 20% in size
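Horse-spleen apoferritin (10 uM) was mixed with 50% saturated 1-aminoanthracene in PBS, exposed to compounds for 10 min at room temperature, and read for fluorescence (ex 380 nm, em 535 nm). Competitive displacement was fitted with a four-parameter Hill equation.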
* = called active by the depositor; i = inactive; ? = inconclusive; . = not tested or not shown; & = joins results of further samples; [ ] = remark or other dose. Unless noted, calls come from the whole dose curve; as a rule, active = well fitted curve in the direction sought with a large enough effect; inconclusive = small, poorly fitted or top-dose-only effect, or another doubt; inactive = no such curve, though single readings can be large; an effect the other way counts as inactive or inconclusive.

Start of the data: the first three records as a preview:
SMILES	POLH inh	BLM inh	RXFP1 antagonist	Pol beta inh	Tb PGK inh	APEX1 inh	POLK inh	Pol iota inh	Apoferritin bind
Cc1ccc(S(=O)(=O)CCC(=O)N(C)C2CCCCC2)cc1	-10.1%	-3.6%	-0.8	1.2%	-6.5%	8.1%	-6.7%	4.3%	-12.8%
CCCn1c(SC(C)C(=O)NC2CC2)nnc1-c1ccncc1 (stereo not drawn)	-0.8%	.	5.8	.	-5.0%	11.6%	-12.0%	-6.5%	.
O=C(O)c1ccc(N/N=C/C2=Cc3ccccc3OC2)cc1	0.6%	-9.0%	-7.3	-6.8%	-4.7%	-8.5%	-20.0%	-17.2%	-17.3%

The listing, previewed entries included:
SMILES	POLH inh	BLM inh	RXFP1 antagonist	Pol beta inh	Tb PGK inh	APEX1 inh	POLK inh	Pol iota inh	Apoferritin bind
Cc1ccc(S(=O)(=O)CCC(=O)N(C)C2CCCCC2)cc1	-10.1%	-3.6%	-0.8	1.2%	-6.5%	8.1%	-6.7%	4.3%	-12.8%
CCCn1c(SC(C)C(=O)NC2CC2)nnc1-c1ccncc1 (stereo not drawn)	-0.8%	.	5.8	.	-5.0%	11.6%	-12.0%	-6.5%	.
O=C(O)c1ccc(N/N=C/C2=Cc3ccccc3OC2)cc1	0.6%	-9.0%	-7.3	-6.8%	-4.7%	-8.5%	-20.0%	-17.2%	-17.3%
Cn1cccc1C(=O)OCC(=O)Nc1sccc1C#N	?	.	-6.3	.	-0.2%	39.6%	-18.6%	-19.3%	.
Cn1c(SCC#N)nc2ccccc2c1=O	4.3%	0.2%	4.6	?	-5.6%	-0.1%	-8.1%&-5.8%	-1.8%&-14.1%	2.5%
COc1ccc(-c2c(C#N)c(SCC(=O)c3cc4ccccc4oc3=O)nc(C)c2C(=O)Nc2ccccc2)cc1	-7.1%	-3.5%	24.6	-3.4%	-6.0%	-0.2%	-18.5%	19.3%	-7.9%
Fc1ccc(CSc2nc3ccccc3[nH]2)cc1	-1.9%	-4.8%	-7.7	76.8%	-3.0%[11.5 µM]	-3.0%	-4.3%	70.8µM*	?
Cc1ccc(Cn2c(C)nc3ccc([N+](=O)[O-])cc3c2=O)cc1	-1.7%	6.8%	1.4	28.7%	-2.2%	-3.3%	-3.8%	-19.0%	-9.7%
CCOC(=O)[C@H]1[C@H]2COc3ccc(Cl)cc3[C@@H]2N2C(=O)c3ccc(F)cc3NC(=O)[C@@]12C	-12.6%	.	.	.	10.2%	-10.1%	-7.9%	0.0%	.
Cc1ccc(C(=O)ON=C2CCN(S(=O)(=O)c3ccccc3)CC2)cc1	0.2%	-3.3%	-10.9	37.0%	-0.4%	-1.1%	-9.3%	92.8%	-20.6%
COC(=O)c1c(NC(=O)COc2ccc(C)cc2Br)sc2c1CCCC2	-17.5%	-2.4%	-4.4	?	-1.2%	.	4.7%	17.4%	-4.7%
O=C(C1CCN(S(=O)(=O)c2cccc3nonc23)CC1)N1CCN(c2ccccc2)CC1	-13.5%	-4.3%	.	3.8%	i	.	13.0%	28.2%	-12.3%
CC1CCCC(NC(=O)NC(=O)COC(=O)c2ccc(O)cc2O)C1C (stereo not drawn)	?	.	-3.7	.	-3.7%	-43.6%	-12.4%	2.0%	.
CCCCNC(=O)CN(CCc1ccccc1)S(C)(=O)=O	-12.7%	-3.6%	-10.7	3.3%	-1.2%	0.6%	5.9%	21.9%	-6.9%
CCCN(CCC)CCCNC(=O)c1ccc2c(c1)N(CC)C(=O)c1ccccc1S2=O (stereo not drawn)	-6.2%	2.0%	0.7	15.3%	i	-1.0%	3.3%	1.4%	-13.2%
Cn1cc(Br)c(C(=O)N2CCCCCC2)n1	-8.2%	1.1%	-4.2	0.8%	-3.5%	47.4%	15.2%	42.2%[activator]	?
COc1cccc(CNS(=O)(=O)c2ccc3c(c2)N(C(C)=O)CCO3)c1	-20.4%	-7.5%	-25.0	19.7%	-7.0%	-30.6%	-21.5%	?	-0.5%
COc1cc(-c2noc(C)c2C(=O)NCCCN2CCCC2=O)cc(OC)c1OC	-7.4%	.	.	.	0.1%	-2.2%	-2.0%	-4.6%	.
COC(=O)C(NC(C)=O)(Nc1sc2c(c1C(N)=O)CCCC2)C(F)(F)F (stereo not drawn)	-0.7%	0.1%	0.6	0.4%	-9.0%	0.0%	-4.7%	-12.1%	-7.1%
CCC(C)[C@@H](C(=O)Nc1ccc2c(c1)OCO2)N1Cc2ccccc2C1=O (stereo partly drawn)	-3.0%	-8.8%	.	9.1%	-2.4%	8.5%	-6.1%	1.0%	-14.9%
O=C(CN1CCN(Cc2ccccc2)CC1)Nc1ccc(Br)cc1	-3.0%	-8.6%	12.3	14.8%	.	0.9%	-1.1%	?	-0.7%
COCC(=O)N1CCC(Oc2ccc(C(=O)N3C[C@H]4CC[C@H]3C4)cc2)CC1	-6.6%	-5.7%	0.5	14.9%	1.6%	34.4%	1.2%	29.7%	-4.9%
CN(C)c1ccc2c(c1)C(=NO)c1ccccc1-2	?	.	?	.	i	.	-4.0%	-19.0%	.
OC1(c2ccc(F)cc2)CCN(Cc2nnnn2Cc2cccs2)CC1	-7.7%	-4.1%	7.7	-29.2%	-0.6%	2.7%	-8.2%	3.2%	-5.6%
COc1ccc(N(C)C(=O)C2CCN(S(=O)(=O)c3cccc4nonc34)CC2)c(OC)c1	-14.7%	-3.2%	1.3	20.6%	-2.5%	33.1%	1.8%	43.8%[activator]	2.6%
Nc1ccc(C(=O)NC2CCSc3ccccc32)cc1[N+](=O)[O-] (stereo not drawn)	-5.8%	-9.7%	9.6	-0.3%	-3.5%	-21.9%	-2.6%	10.1%	?
COCCNC(=O)c1cc(S(=O)(=O)N2CCCCC2)ccc1N1CCOCC1	-0.5%	.	6.8	.	1.7%	-12.8%	-11.4%	-10.8%	.
CC(=O)NCCn1c(SCC(=O)NCCC(C)C)nc2ccccc2c1=O	-12.0%	1.3%	4.1	20.2%	-6.8%	-8.0%	22.4µM*	-9.1%	-1.6%
CCCCN(Cc1cc2cc(OC)ccc2[nH]c1=O)C(=O)c1ccco1	-11.6%	1.3%	-15.9	15.5%	-0.3%	-1.5%	1.2%	-9.1%	-3.3%
CCn1c(=NC(=O)CS(=O)(=O)c2ccc(F)cc2)sc2cccc(OC)c21	-1.3%	.	-14.3	.	1.9%	-5.4%	-3.2%	21.3%	.
O=C(NC1(C(F)(F)F)C(=O)Nc2c1c(=O)[nH]c(=O)n2CCc1ccccc1)c1ccc(Cl)cc1Cl (stereo not drawn)	-11.2%	-3.8%	.	22.5%	-0.8%	.	1.5%	37.1%[activator]	-6.0%
Cc1ccc(-c2nc(CS(=O)CC(=O)N3CCN(c4ccc(F)cc4)CC3)c(C)o2)cc1 (stereo not drawn)	-10.3%&-15.4%	-0.9%&-3.4%	-9.6&-29.5	-11.6%&6.6%	-9.5%&15.8%	23.6%	6.2%&-8.9%	-12.4%&7.4%	-14.6%&-13.7%
CC1CC(Nc2ccccc2)c2ccccc2N1C(=O)c1cccnc1 (stereo not drawn)	-4.5%	6.5%	5.8	1.8%	.	16.8%	-10.0%	7.8%	-6.5%
CN(Cc1nccn1C)C(=O)c1ccc2nc(Cc3ccccc3F)oc2c1	-19.1%	1.5%	6.5	16.1%	-10.3%	9.5%	-9.1%	63.2%[activator]	-6.2%
Cc1ccc(C)c(CSc2nnc(-c3ccccn3)n2N)c1	-8.0%	-2.3%	-5.2	1.3%	-8.2%	0.3%	-14.7%	-0.8%	-22.3%
COc1ccc(Sc2nc(-c3ccccn3)ncc2OC)cc1	-4.0%	3.5%	-16.8	59.2%	-4.9%	13.1%	3.8%	39.2%[activator]	-7.8%
NC(N)=Nc1cc2ccccc2c2ccccc12	.	106.1%[activator]	.	?	.	-6.9%	.	.	-12.7%
CCOc1cccc2sc(N(Cc3cccnc3)C(=O)c3ccc(C#N)cc3)nc12	-22.0%	-11.6%	-10.5	-8.6%	-1.2%	.	-10.7%[60.1 µM]	10.2%	?
CC(C)Oc1ncnc2c1[nH]c1ccccc12	-1.8%	0.6%	-14.8	-0.1%	-0.9%	1.9%	-23.1%	-26.6%	-3.2%
Cc1cccc(C)c1N1CCN(S(=O)(=O)N2CCOCC2)CC1	-11.4%	-1.2%	-9.8	?	-3.5%	0.1%	2.1%	-6.3%	-4.5%
Cc1cc(C(=O)NCC(c2cccs2)N2CCOCC2)ccc1[N+](=O)[O-] (stereo not drawn)	-19.4%	1.6%	-8.2	29.1%	-8.0%	39.7%[activator]	-1.6%	17.4%	-8.2%
N#C/C(=N\Nc1ccc(Br)cc1)C(=N)N1CCOCC1	-19.3%	1.4%	-10.7	4.8%	-9.0%	?	5.3%	17.4%	?
Cn1c(SCC(=O)Nc2cccc(S(=O)(=O)NC3=NCCCCC3)c2)nnc1-c1ccccc1	4.3%	2.5%	-2.9	?	-1.5%	-0.1%	-9.3%	-11.3%	-10.2%
O=C(CCC(=O)c1ccccc1)Nc1ccccc1	-6.0%	.	2.5	.	-9.4%	.	-3.0%	?	.
CCOC1CCCCC1NS(=O)(=O)c1ccc(Cl)cc1 (stereo not drawn)	-6.8%	-3.3%	-2.4	6.5%	-9.3%	-0.6%	-9.5%	-13.1%	-18.0%
O=C(O)c1ccccc1N(Cc1ccccc1)C(=O)CO/N=C/c1ccccc1	-15.4%	3.0%	2.9	-9.0%	-5.1%	-0.6%	-6.3%	-28.8%	-8.9%
O=C(O)c1ccc(CSc2nnc(SCc3ccccc3)s2)cc1	-4.1%	-2.7%	-6.4	10.8%	5.8%	-2.6%	-7.8%	-12.5%	?
COc1ccc(Cn2ccc3nc(C)c(C(=O)Nc4ccc(F)cc4)cc3c2=O)cc1	-5.8%	-8.2%	-11.3	8.8%	2.9%	.	-15.9%	-17.6%	-11.0%
O=C(Nc1nnc(C2=COCCO2)o1)c1ccc([N+](=O)[O-])cc1	-17.0%	-1.0%	-11.0	1.1%	i	40.7%	-0.1%	-23.9%	-1.5%

Compound activity as filed in PubChem.

These rows are one share of the data. The share of hits here may be higher or lower than overall.
